HCMV inh = human cytomegalovirus inhibition; HFF cells, HCMV-luciferase reporter, 72 h; active compounds read low; 410,000 compounds, 4.5% hits; activity change, negative = inhibition, % at 57.5 µM; AID 1259415; in the data active = activity change below about -60%; inconclusive = no clear call, values can overlap the other calls; inactive = above about -39%
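Luciferase read-out from HCMV-luciferase-infected HFFs (MOI 1 PFU/cell) 72 h post infection at 37C; compounds added after 16 h cell attachment; activity normalized between buffer-only basal and Salinomycin (10uM) inhibitor controls.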
AmpC inh detg = inhibitors of E. coli AmpC beta-lactamase with detergent. AID 485294. Potency, µM (highest dose often 114 µM), inactives show top-dose activity change, negative = inhibition, hits mostly inhibitors. P00811. AmpC hydrolysis of nitrocefin, absorbance 480 nm, 0.01% Triton. 370,000 compounds, 0.041% hits; active = well fitted inhibition curve with a large enough effect; inconclusive = small, poorly fitted or top-dose-only effect;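 note: potency is the fitted concentration of half-maximal effect; 0% = no-compound wells and -100% = no-enzyme wells; nearly all actives have a fitted effect of over 25% in size; some results filed as inactive show a strong effect at the top dose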
Target sequence (P00811 whole entry, looked up): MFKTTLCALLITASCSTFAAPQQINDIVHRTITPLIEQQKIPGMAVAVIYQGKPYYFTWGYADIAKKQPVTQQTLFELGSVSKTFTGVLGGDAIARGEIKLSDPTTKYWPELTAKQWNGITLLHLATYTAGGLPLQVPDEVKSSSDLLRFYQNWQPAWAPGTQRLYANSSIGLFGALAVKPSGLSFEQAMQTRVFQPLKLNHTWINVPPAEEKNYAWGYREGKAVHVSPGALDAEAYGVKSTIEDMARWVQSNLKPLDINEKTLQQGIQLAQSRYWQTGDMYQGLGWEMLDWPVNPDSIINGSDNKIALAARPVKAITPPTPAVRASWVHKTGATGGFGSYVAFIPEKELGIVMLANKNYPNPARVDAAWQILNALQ
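20 mM phosphate pH 7.0 + 0.01% (detergent screen) or 0.0001% Triton X-100; 5.3 nM AmpC reagent; cpd preinc 15 min RT; nitrocefin (800 uM stock) to start; A480 q20 s × 4 min; Activity was normalised to no-enzyme and no-compound control wells.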
* marks the source's active call; other numbers are inactive results; ? = inconclusive; + = active, no number; [ ] = remark or other dose. Unless noted, % is set by controls: 0 for no effect and ±100 for the full control effect. Only part of the results is shown (hit frequency here may not be typical).

SMILES	HCMV inh	AmpC inh detg
Cc1oc(-c2ccccc2Cl)nc1CS(=O)(=O)CC(=O)NC(C)CCc1ccccc1 (stereo not given)	-17.7	3.0%
COc1ccc2c(c1)c1c(c(=O)n(-c3ccc(F)c(Cl)c3)c(=O)n1Cc1cccc(C)c1)n2C	12.5	7.6%
CCOc1ccc(Br)cc1C1C(C(=O)Nc2ccccc2OC)=C(C)Nc2nnnn21 (stereo not given)	-4.1	1.6%
CC(C)c1ccc(C(=O)Nc2ccc(-c3nc4ccccc4s3)c(Cl)c2)cc1	-6.9	16.0%
Cn1cnnc1SCC(=O)Nc1cc(C(=O)O)cc(C(=O)O)c1	-0.7	2.3%
CCN1C(=O)c2ccccc2S(=O)(=O)c2ccc(C(=O)NCc3ccc(C)cc3)cc21	5.0	-11.4%
CC(C)Oc1ccc(C(=O)NCC(c2ccc(N(C)C)cc2)N2CCCC2)cc1 (stereo not given)	-26.5	8.6%
COC(=O)COc1ccc(Oc2nc(NC(C)(C)C)nc(N(C)C)n2)nn1	31.5	-1.0%
Cc1ccc(NC(=O)Cn2cc(S(=O)(=O)N3CCC(C)CC3)c3ccccc3c2=O)c(Br)c1	-4.3	20.5%
Cc1ccc(CCNC(=O)CSCc2nc(-c3ccc(C)cc3)oc2C)cc1	-15.0	8.7%
CCn1c(C(=O)N2CCC(C(=O)N3CCN(c4cccc(C)c4C)CC3)CC2)cc2sccc21	?	1.6%
COc1ccc(OC)c(NC(=O)CSC2=Nc3ccccc3C3=NC(CCC(=O)NCc4ccccc4)C(=O)N23)c1 (stereo not given)	10.3	-8.8%
CN(C)c1ccc(CNC(=O)C2CCCN(S(=O)(=O)c3ccc4c(c3)CCCC(=O)N4)C2)cc1 (stereo not given)	?	-1.7%
CCOC(=O)C1CCC(CN(Cc2ccc(Cl)cc2)S(=O)(=O)c2cc(Cl)cc(Cl)c2)CC1 (stereo not given)	-14.8	9.1%
Cc1ccc(NC(=O)c2ccc(CNS(=O)(=O)c3ccc4c(c3)C(C)(C)C(=O)N4C)cc2)cc1C	-22.1	12.5%
CCOc1ccc(-c2nnc(SCC(=O)NC3CCCCC3)nc2-c2ccc(OCC)c(OC)c2)cc1OC	14.2	-0.7%
O=C(CSc1nnc(CNC(=O)c2ccccc2)n1-c1ccc(F)cc1)Nc1ccccc1F	-5.5	-2.2%
COc1ccc(C(=O)c2oc3ccccc3c2NC(=O)c2nc(SC)ncc2Cl)cc1Cl	12.1	16.3%
CCOc1ccc(C(=O)c2oc3ccccc3c2NC(=O)c2cc(-c3ccc(Cl)cc3)on2)cc1	-2.6	22.4%
Cc1cccc(-c2nc(SCCCOc3cc(C)c(Cl)c(C)c3)n3[nH]c(=O)cc3n2)c1	21.9	-3.9%
COc1ccc(NC(=O)C2=C(C)Nc3ncnn3C2c2ccc[nH]2)cc1 (stereo not given)	-4.6	18.8%
CC(C)(C)c1ccc(C(=O)N2CC(=O)Nc3ccc(F)cc3C2c2ccc(F)cc2)cc1 (stereo not given)	-14.4	-4.3%
Cc1noc(-c2ccccc2OCC(=O)Nc2ccccc2[N+](=O)[O-])n1	?	9.6%
CCOC(=O)N1CCC(NC(=O)c2cnn(-c3ccc(F)cc3F)c2C2CCN(C(=O)OC(C)(C)C)CC2)CC1	+	-1.8%
N#C/C(=C/c1cn(Cc2ccccc2Cl)c2ccccc12)C(=O)Nc1cccc(Cl)c1	-12.2	2.7%
Cc1ccc(-n2nc3c(N4CCCC(C(=O)NCc5ccc(Cl)cc5)C4)nnc(C)c3c2C)cc1 (stereo not given)	8.4	20.2%
CCOc1ccccc1NC(=O)Cn1c(=O)n(-c2ccc(C)cc2)c(=O)c2c1cnn2C	13.0	8.5%
CCCOc1ccc(C(=O)N(Cc2ccc(N(C)C)cc2)CC2CCCO2)cc1 (stereo not given)	-27.9	4.9%
Cc1ccc(CSCCNC(=O)CN(c2cccc(C)c2C)S(=O)(=O)c2ccccc2)cc1	-3.7	3.5%
CCc1ccc(NC(=O)CSc2cn(CC(=O)N3CCCC3)c3ccccc23)cc1	35.5	-1.3%
CCc1ccc(NC(=O)c2cc(CN3CCOCC3)on2)cc1	28.2	16.8%
CCc1ccc(S(=O)(=O)c2cn(C)c3cc(F)c(F)cc3c2=O)cc1	16.2	-5.0%
Cc1cc2c(cc1S(=O)(=O)CCC(=O)N1CCN(c3ccccc3)CC1)OCC(=O)N2	-2.5	2.1%
Cc1cccc(NC(=O)CSC2=Nc3ccccc3C3=NC(CCC(=O)NCc4ccco4)C(=O)N23)c1 (stereo not given)	-18.7	4.0%
COc1cc(C(=O)N2CCNC(=O)C2CC(=O)Nc2ccc(C)c(C)c2)cc(OC)c1OC (stereo not given)	-6.5	-2.0%
COCCCNC(=O)CCCCn1c(=O)c2ccccc2n(CC(=O)Nc2ccc(C)cc2C)c1=O	-5.2	1.2%
Cc1cc2c(cc1S(=O)(=O)N(CCN(C)C)Cc1ccco1)OCC(=O)N2	0.0	11.5%
COc1ccc(Nc2c(-c3ccccn3)nc3ccc(Cl)cn23)cc1	-13.2	5.0%
Cc1cccc(OCc2nc(C#N)c(NCc3ccccc3Cl)o2)c1	26.0	30.4%[activator]
CNc1oc(-c2ccc(COc3ccc(C)cc3)o2)nc1C#N	-14.9	14.4%
CC(C)CCn1c(=O)c2cccnc2n(CC(=O)Nc2ccccc2)c1=O	22.8	?
CCOc1ccccc1NS(=O)(=O)c1ccc(N2CCCCS2(=O)=O)cc1	22.8	-6.0%
Cc1cccc(-n2ccnc2SCC(=O)Nc2nc3ccccc3s2)c1	66.0	2.6%
Cc1ccccc1Nc1c(-c2ccc(Cl)cc2)nc2c(C)cccn12	0.5	4.2%
CSc1ccc(CCNC(=O)C2CCCN(S(=O)(=O)N(C)c3ccc(F)cc3)C2)cc1 (stereo not given)	?	-1.3%
CCc1ccc(C(=O)c2cn(CC(=O)Nc3ccc(OC)c(Cl)c3)c3nc(C)ccc3c2=O)cc1	-3.0	-0.1%
Cc1ccccc1OCC(=O)N(Cc1ccc(N(C)C)cc1)CC1CCCO1 (stereo not given)	-62.7*	-3.9%
CC(=O)c1ccc(NC(=O)c2c3c(nc4ccccc24)C(=O)N(C2CCCCC2)C3)cc1	-1.7	0.4%
CCc1ccccc1NC(=O)c1ncoc1-c1ccco1	10.7	-3.0%
COc1ccc(Nc2nc3cc(Cl)c(Cl)cc3n3cnnc23)cc1Cl	-1.3	-4.0%
Cc1ccc(S(=O)(=O)N(CCc2ccccc2)CC(=O)Nc2cc(C)ccc2C)cc1	-5.2	15.8%
COc1ccc(/C=C/c2nc(C#N)c(NCCc3ccc(OC)c(OC)c3)o2)cc1OC	-13.7	2.9%
CCOC(=O)c1ccc(NC(=O)c2ccc(CN3C(=O)CCn4nc(C)cc43)cc2)cc1	-4.0	19.8%
COc1ccc(S(=O)(=O)NCC(c2ccco2)N2CCOCC2)cc1OC (stereo not given)	-2.4	3.2%
CCc1ccc(-n2nc(C)c3c(C)cc(=O)n(CC(=O)Nc4cc(Cl)ccc4OC)c32)cc1	30.2	7.2%
O=C(Cn1ccn(-c2ccc(F)c(F)c2)c(=O)c1=O)c1ccc(F)cc1	-17.2	-6.2%
COCCn1c(C)cc(O)c(C(c2ccccc2)N2CCC(C)CC2)c1=O (stereo not given)	7.6	0.6%
Cc1ccc(CNC(=O)CN2C(=O)CC(c3ccc(C)c(C)c3)=Nc3ccccc32)cc1	31.7	19.3%
COc1ccccc1CN1CCC(CNC(=O)c2cnn(-c3cccc(Cl)c3)c2C2CCN(C(=O)OC(C)(C)C)CC2)CC1	-107.7*	29.6%
CC(NC(=O)Nc1cc(Cl)ccc1Cl)c1c(-n2cccc2)sc2c1CCCC2 (stereo not given)	-39.8	-4.0%
(continued)
SMILES	HCMV inh	AmpC inh detg
O=C(NCC(c1cccnc1)N1CCc2ccccc2C1)C(=O)Nc1ccc(Cl)cc1 (stereo not given)	-37.9	-3.5%
CC(C)N(C)C1CCN(S(=O)(=O)c2ccc3[nH]c(=O)ccc3c2)CC1	24.4	3.7%
COc1ccccc1NC(=O)CSC1=Nc2ccccc2C2=NC(CCC(=O)NCc3ccco3)C(=O)N12 (stereo not given)	-14.6	11.6%
CCc1ccc(-n2nnc(-c3nsc(NC(=O)c4ccccc4Cl)n3)c2C)cc1	?	21.2%
Cc1ccc(-n2c(=O)c3c(cnn3C)n(CC(=O)Nc3cc(C)ccc3C)c2=O)cc1	5.2	8.4%
Cc1ccc(-c2noc(CNC(=O)c3ccc(Br)o3)n2)cc1	7.3	8.9%
Cc1cc(C)cc(C(=O)N(Cc2nc(-c3ccc(Cl)cc3)no2)C(C)C)c1	-7.1	6.4%
COc1ccc(C)cc1NS(=O)(=O)c1c(C(=O)N2CCCCCC2)c(C)n(C)c1C	3.4	-4.8%
CC(=O)c1ccc(NC(=O)CN(C)S(=O)(=O)c2cccc3nsnc23)cc1	1.9	0.2%
CCc1cc2c(cc3c(=O)n(CC(=O)NCCc4ccc(OC)c(OC)c4)ncn32)s1	?	3.6%
Cc1cccc(Nc2nc(Nc3cccc(C)c3)nc(N3CCOCC3)n2)c1	-14.6	11.9%
COc1cc(OC)cc(C(=O)Nc2cc3c(cc2N2CCCC2)n(C)c(=O)c(=O)n3C)c1	57.3	12.7%
CCc1ccc(S(=O)(=O)c2nnn3c2nc(N2CCC(C(N)=O)CC2)c2cc(Cl)ccc23)cc1	5.8	6.0%
Cc1ccc2c(c1)C(c1ccc(F)cc1)N(C(=O)COc1ccc(Cl)cc1Cl)CC(=O)N2 (stereo not given)	-60.2*	8.2%
COCCCNC(=O)Nc1cc(C(=O)NCc2ccc(OC)cc2)ccc1N1CCCC1	17.4	2.9%
COC(=O)c1ccccc1NC(=O)c1cnc2c(-c3cccc(C)c3)c(C)nn2c1C	2.7	4.5%
CCc1ccc(CN(Cc2ccco2)C(=O)c2cc(-c3ccc(Cl)cc3)on2)cc1	-5.0	18.6%
COC(=O)c1sc2cccc(F)c2c1S(=O)(=O)NC(C)c1ccccc1 (stereo not given)	23.2	18.7%
CCOc1ccc(NC(=O)CC2C(=O)N(c3ccc(F)cc3)C(=O)N2CCc2sccc2C)cc1 (stereo not given)	-6.0	-3.3%
CCOC(=O)c1[nH]c(C)c(CCC(=O)NCc2ccc(CC)cc2)c1C	-0.3	-5.6%
Cc1ccc(OCC(=O)Nc2nnc(SCc3cc(=O)c4ccccc4[nH]3)s2)cc1	13.7	-4.8%
O=[N+]([O-])c1ccc(C(c2sc3nc(-c4ccco4)nn3c2O)N2CCN(c3cccc(Cl)c3)CC2)cc1 (stereo not given)	3.2	0.1%
COc1ccc(CCNC(=O)CCn2c(=O)c3ccccc3n(CC(=O)Nc3ccc(C)cc3C)c2=O)cc1OC	-6.5	19.9%
COc1ccc(-c2onc(C)c2C)cc1S(=O)(=O)N1CCN(c2cc(C)ccc2C)CC1	-25.7	-4.9%

7 structures out of the list, sorted by formula weight, largest number first:
SMILES	HCMV inh	AmpC inh detg
CCOc1ccc(C(=O)c2oc3ccccc3c2NC(=O)c2cc(-c3ccc(Cl)cc3)on2)cc1	-2.6	22.4%
CC(C)(C)c1ccc(C(=O)N2CC(=O)Nc3ccc(F)cc3C2c2ccc(F)cc2)cc1 (stereo not given)	-14.4	-4.3%
Cc1ccc(CNC(=O)CN2C(=O)CC(c3ccc(C)c(C)c3)=Nc3ccccc32)cc1	31.7	19.3%
COc1ccc(Nc2nc3cc(Cl)c(Cl)cc3n3cnnc23)cc1Cl	-1.3	-4.0%
Cc1cccc(Nc2nc(Nc3cccc(C)c3)nc(N3CCOCC3)n2)c1	-14.6	11.9%
Cc1ccc(-c2noc(CNC(=O)c3ccc(Br)o3)n2)cc1	7.3	8.9%
CCc1ccc(NC(=O)c2cc(CN3CCOCC3)on2)cc1	28.2	16.8%

Continuation.
SMILES	HCMV inh	AmpC inh detg
Cc1cccc(N2CCN(C(=O)c3cccn4c(=O)c5cc(Cl)ccc5nc34)CC2C)c1 (stereo not given)	7.9	-3.2%
CCOC(=O)c1c(S(=O)(=O)N2CCCC(C(=O)N3CCN(c4cc(C)ccc4C)CC3)C2)c(C)n(C)c1C (stereo not given)	15.8	5.6%
COc1ccc(C2=C(N3CCN(c4cc(Cl)ccc4C)CC3)c3ccccc3C2=O)cc1	53.9	2.0%
Cc1cccc(NC(=O)c2ccc3nc(CCc4ccccc4)oc3c2)c1C	43.3	14.8%
OCCCn1c(-c2ccc(F)cc2)csc1=Nc1ccc(F)cc1	-8.0	-3.5%
CN(C(=O)C(=O)Nc1ccc2nc3n(c(=O)c2c1)CCCCC3)c1cccc(C(F)(F)F)c1	-1.5	-3.0%
Cc1cccc(N2CCN(C(=O)CCCn3c(=O)[nH]c4ccsc4c3=O)CC2)c1C	1.3	0.2%
Cc1ccc(-c2nc(CS(=O)(=O)CC(=O)NCCc3ccccc3)c(C)o2)cc1	0.3	10.0%
Cc1nc(N2CCCC2)ncc1C(=O)N1CCN(c2ccccc2F)CC1	6.1	8.6%
CC(C)N(C(=O)Cn1cc(S(=O)(=O)Cc2ccc(Br)cc2)c2ccccc21)C(C)C	-33.2	-6.2%

By substructure: the compounds so far containing a nitro group on carbon
SMILES	HCMV inh	AmpC inh detg
Cc1noc(-c2ccccc2OCC(=O)Nc2ccccc2[N+](=O)[O-])n1	?	9.6%
O=[N+]([O-])c1ccc(C(c2sc3nc(-c4ccco4)nn3c2O)N2CCN(c3cccc(Cl)c3)CC2)cc1 (stereo not given)	3.2	0.1%

Screens from PubChem.
